Assay outcomes deposited in PubChem BioAssay by National Center for Advancing Translational Sciences (NCATS).
FUS suppressor: qHTS for Suppressors of FUS Proteinopathy: Primary screen using FUS-linked yeast assay | Potency, µM (titrated, usually from 76.6 µM), for the others: at the highest dose growth rescue (activation), most hits filed as activators | 390,000 tested, 0.24% active | S. cerevisiae FUS-expressing, growth rescue, OD600, 24 h | AID 1347120, 2019;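 note: potency is the fitted concentration of half-maximal effect; plate controls were DMSO vehicle for no effect and reference control for full effect; nearly all actives have a fitted effect of over 55% in size; some results filed as inactive show a strong effect at the top dose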
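Yeast expressing FUS under galactose induction, OD 0.005 in 2% galactose medium; compounds in a dilution series, 24 h at 30C. Growth rescue by absorbance at 600 nm; CP55940 positive control, DMSO negative.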
EPAC1 antagonist: qHTS for Antagonist of cAMP-regulated guanine nucleotide exchange factor 3 (EPAC1): primary screen. AID 720709, 2013. 360,000 tested, 0.14% active. Potency, µM (top dose mostly 115 µM), for the others: top-dose activity change, negative = inhibition, usual class: inhibitors. EPAC1 GEF assay, Rap1b-BODIPY-GDP exchange fluorescence. Rap guanine nucleotide exchange factor 3 (Homo sapiens), O95398;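 note: potency is the fitted concentration of half-maximal effect; plate controls were vehicle for no effect and positive control for full effect; nearly all actives have a fitted effect of over 50% in size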
Target sequence (O95398 whole entry, looked up): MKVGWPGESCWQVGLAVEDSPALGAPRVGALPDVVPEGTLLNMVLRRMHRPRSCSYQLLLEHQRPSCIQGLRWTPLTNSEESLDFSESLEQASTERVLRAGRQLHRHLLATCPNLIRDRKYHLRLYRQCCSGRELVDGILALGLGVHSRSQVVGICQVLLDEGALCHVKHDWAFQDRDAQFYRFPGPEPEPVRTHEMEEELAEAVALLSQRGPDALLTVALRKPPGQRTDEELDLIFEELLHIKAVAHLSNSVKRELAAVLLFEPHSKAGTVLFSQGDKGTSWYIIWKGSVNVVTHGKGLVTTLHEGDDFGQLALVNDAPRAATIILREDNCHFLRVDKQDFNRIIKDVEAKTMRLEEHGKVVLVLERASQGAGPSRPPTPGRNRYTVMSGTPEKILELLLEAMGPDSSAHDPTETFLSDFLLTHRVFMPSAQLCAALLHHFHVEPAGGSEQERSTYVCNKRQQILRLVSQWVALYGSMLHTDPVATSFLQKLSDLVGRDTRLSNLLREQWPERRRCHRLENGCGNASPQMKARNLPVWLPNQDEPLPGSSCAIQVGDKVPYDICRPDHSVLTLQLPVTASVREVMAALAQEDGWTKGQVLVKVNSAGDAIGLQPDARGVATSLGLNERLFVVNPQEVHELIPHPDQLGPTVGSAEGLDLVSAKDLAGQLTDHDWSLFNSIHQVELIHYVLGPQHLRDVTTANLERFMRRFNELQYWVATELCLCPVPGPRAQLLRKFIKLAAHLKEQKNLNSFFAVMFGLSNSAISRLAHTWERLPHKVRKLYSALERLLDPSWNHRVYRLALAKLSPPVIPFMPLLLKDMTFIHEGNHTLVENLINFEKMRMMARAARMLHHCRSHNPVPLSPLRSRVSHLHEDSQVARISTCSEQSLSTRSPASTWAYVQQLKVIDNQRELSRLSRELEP
EPAC1 ag: qHTS for Agonist of cAMP-regulated guanine nucleotide exchange factor 3 (EPAC1): primary screen | Rap guanine nucleotide exchange factor 3 (Homo sapiens), O95398 | EPAC1 agonist qHTS, biochemical assay; response scale: 100% = response to 6.5 mM cAMP | Potency, µM (series often up to 154 µM), inactives show at the highest dose activation, actives largely listed as activators | 360,000 tested, 0.073% active | AID 720707, 2013; note: potency is the fitted concentration of half-maximal effect; nearly all actives have a fitted effect of over 60% in size
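EPAC1 100 nM, Rap1B–BODIPY-GDP 250 nM, unlabeled GDP 50 uM; compound titration; 5 min RT; kinetic read ex480/em540 at 5-min intervals ×30 min; data normalized to 6.5 mM cAMP agonist control.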
WRN helicase inh: qHTS for Inhibitors of WRN Helicase; 360,000 tested, 0.46% active; WRN helicase unwinding, fluorescent forked duplex, kinetic; Bifunctional 3'-5' exonuclease/ATP-dependent helicase WRN (Homo sapiens), Q14191; Potency, µM (top dose mostly 114 µM), for inactives: at the top dose activity change, negative = inhibition, most hits filed as inhibitors; note: potency is the fitted concentration of half-maximal effect; % is set by controls: 0 for no effect and ±100 for the full control effect; nearly all actives have a fitted effect of over 55% in size
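Primary qHTS, 1536-well format. 20 nM WRN + compound, 15 min RT; start with 100 nM forked fluorophore/quencher duplex, 2 mM ATP (final); kinetic read ex 525/em 598 nm.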
PLK1 PBD block: qHTS for Inhibitors of PLK1-PDB (polo-like kinase 1 - polo-box domain): Primary Screen | Plk1 PBD binding of FITC phosphopeptide, fluorescence polarization | 360,000 tested, 2.8% active | Serine/threonine-protein kinase PLK1 (Homo sapiens), P53350 | Potency, µM, inactives show max response, negative = inhibition, hits mostly inhibitors | AID 720504, 2013; note: potency is the fitted concentration of half-maximal effect; series mostly up to about 57 µM; % is set by controls: 0 for no effect and ±100 for the full control effect; nearly all actives have a fitted effect of over 65% in size
PI5P4Ka inh: qHTS for Inhibitors of phosphatidylinositol 5-phosphate 4-kinase (PI5P4K); Phosphatidylinositol 5-phosphate 4-kinase type-2 alpha (Homo sapiens), P48426; PI5P4Kalpha enzyme, ADP-Glo luminescence, 60 min; hits give low values; max response, %; 330,000 tested, 1.2% active; AID 652105, 2013; active = max response of -50% or lower; inconclusive = between -30% and -50%; inactive = -30% or higher; note: value at the top dose of about 77 µM; % is set by controls: 0 for no effect and ±100 for the full control effect
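Human PI5P4Kalpha with substrate in 0.038 M HEPES pH 7.4, 0.28 mM EGTA, 0.1% CHAPS, 5% DMSO; reaction started with 5 microM ATP (final), 60 min at room temperature. ADP formed read by ADP-Glo luminescence.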
Abeta rescue: qHTS for compounds that reverse cellular toxicity of Amyloid beta (A-beta) peptide in yeast: Primary Screen; Potency, µM (top dose mostly 46.1 µM), for inactives: at the highest dose growth rescue, actives largely listed as activators; 410,000 tested, 0.063% active; AID 1347071, 2019; yeast expressing A-beta42, growth rescue, OD600, 48 h; response scale: 0% DMSO, 100% iron-clioquinol control; note: potency is the fitted concentration of half-maximal effect; nearly all actives have a fitted effect of over 55% in size
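Yeast A-beta toxicity model in growth medium with pinned compounds, 48 h at 30 C; growth read as absorbance at 600 nm. Normalized to FeCl3/clioquinol equimolar mix (positive) and DMSO (negative).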
IL-2 act: qHTS of IL-2 Activators; IL-2 activation reporter assay, cell-based qHTS; stimulated with anti-CD3/CD4/CD28 beads; in transgenic mouse T cells; activation, % (series mostly up to about 46 µM); 360,000 tested, 0.065% active; AID 652025, 2013; in the data active = activation above about 50%; inconclusive = mostly about 30% to 49%; note: 0% is about no effect
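Using fluorescent plate cytometry, EGFP and DsRed are detected in transgenic mouse T cells stimulated 18 h at 37 degrees C with antibody-coated beads after 60 min compound pretreatment.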
An asterisk follows results filed as active; [ ] = dose if it differs, or a comment. Unless noted, calls come from the whole dose curve; as a rule, active = well fitted curve in the direction sought with a large enough effect; inconclusive = small, poorly fitted or top-dose-only effect, or another doubt; inactive = no such curve, though single readings can be large; an effect the other way counts as inactive or inconclusive. Hits appear at their usual frequency. About 4.1% of those tested had a hit in this group.

The opening two records, ahead of the listing:
For Cc1ccc(N(CN2CCCC2=O)C(=O)c2ccccc2)cc1 the results were FUS suppressor -7%, EPAC1 antagonist 5%, EPAC1 ag 6%, WRN helicase inh -5%, PLK1 PBD block 4%, PI5P4Ka inh 0, Abeta rescue 8% and IL-2 act -0.6.
For COCCOCC(O)CN1CCN(c2ccccc2)CC1 (centres undefined) the results were FUS suppressor 23%, EPAC1 antagonist 14%, EPAC1 ag 3%, WRN helicase inh -14%, PLK1 PBD block -7%, PI5P4Ka inh 0, Abeta rescue 6% and IL-2 act -0.2.

Main list, repeating the preview:
For Cc1ccc(N(CN2CCCC2=O)C(=O)c2ccccc2)cc1 the results were FUS suppressor -7%, EPAC1 antagonist 5%, EPAC1 ag 6%, WRN helicase inh -5%, PLK1 PBD block 4%, PI5P4Ka inh 0, Abeta rescue 8% and IL-2 act -0.6.
For COCCOCC(O)CN1CCN(c2ccccc2)CC1 (centres undefined) the results were FUS suppressor 23%, EPAC1 antagonist 14%, EPAC1 ag 3%, WRN helicase inh -14%, PLK1 PBD block -7%, PI5P4Ka inh 0, Abeta rescue 6% and IL-2 act -0.2.
Cn1cc([C@]2(O)C(=O)Nc3ccccc32)c2ccccc21 was read as FUS suppressor -1%, EPAC1 antagonist 13%, EPAC1 ag 3%, WRN helicase inh 0%, PLK1 PBD block -1%, PI5P4Ka inh -4, Abeta rescue -2% and IL-2 act -0.2.
`CCCOCC1CC(CCc2nc(=S)[nH][nH]2)C(=O)O1` (centres undefined) gave FUS suppressor 10%, EPAC1 antagonist 15%, EPAC1 ag 0%, WRN helicase inh -27%[57.1 µM], PLK1 PBD block -2%, PI5P4Ka inh -8, Abeta rescue -7% and IL-2 act 0.8.
`O=C(O)c1cc(NC(=O)c2ccco2)cc(NC(=O)c2ccco2)c1` gave FUS suppressor 15%, EPAC1 antagonist -2%, EPAC1 ag -2%, WRN helicase inh -22%, PLK1 PBD block -20%, PI5P4Ka inh 3, Abeta rescue 7% and IL-2 act -0.3.
`C=CCOc1ccc(CNc2ccc3[nH]c(=O)[nH]c3c2)cc1OC` gave FUS suppressor 6%, EPAC1 antagonist -4%, EPAC1 ag 3%, WRN helicase inh -34%, PLK1 PBD block -9%, PI5P4Ka inh inconclusive, Abeta rescue -18% and IL-2 act -0.5.
CCC(NC(=O)c1ccncc1)c1ccccc1 (centres undefined) was read as FUS suppressor 12%, EPAC1 antagonist 1%, EPAC1 ag -7%, WRN helicase inh 10%, PLK1 PBD block -2%, PI5P4Ka inh -3, Abeta rescue -5% and IL-2 act -1.8.
`CC1(C)OC(=O)C(=Cc2ccc[nH]2)C(=O)O1` gave FUS suppressor -5%, EPAC1 antagonist -9%, EPAC1 ag 8%, WRN helicase inh -32%, PLK1 PBD block -12%, PI5P4Ka inh -10, Abeta rescue 15% and IL-2 act 1.5.
Screening O=C(COC(=O)c1ccc(O)cc1)c1ccc(S(=O)(=O)N2CCCCC2)cc1 returned EPAC1 antagonist 2%, EPAC1 ag 19%, WRN helicase inh -14%, PLK1 PBD block 3%, PI5P4Ka inh 0, Abeta rescue 2% and IL-2 act -0.8.
`COC(=O)c1ccc(/C=C/C(=O)c2ccc(OC)cc2)cc1` gave FUS suppressor 13%, EPAC1 antagonist -8%, EPAC1 ag 9%, WRN helicase inh -4%, PLK1 PBD block -12%, Abeta rescue -23% and IL-2 act -1.3.
For CCOC(=O)c1ccc(N2C(=O)CC(N3CCC(O)(c4ccc(Br)cc4)CC3)C2=O)cc1 (centres undefined) the results were FUS suppressor 6%, EPAC1 antagonist -3%, EPAC1 ag 0%, WRN helicase inh -5%, PLK1 PBD block 0%, PI5P4Ka inh 1, Abeta rescue -27% and IL-2 act -0.5.
Screening COc1ccc(C(=O)Oc2cc(C(=S)N3CCOCC3)ccc2OC)cc1 returned FUS suppressor 43%, EPAC1 antagonist -13%, EPAC1 ag 11%, WRN helicase inh -9%, PLK1 PBD block -24%, PI5P4Ka inh 7, Abeta rescue 5% and IL-2 act -3.1.
CCC1CCCCN1CCCNC(=O)C1CCC(Cn2c(=O)[nH]c3ccccc3c2=O)CC1 (centres undefined) was read as FUS suppressor 4%, EPAC1 antagonist 13%, EPAC1 ag 4%, WRN helicase inh 1%, PLK1 PBD block -6%, PI5P4Ka inh 0, Abeta rescue -7% and IL-2 act -2.1.
For Cc1ccc(S(=O)(=O)N2CCC(C(=O)OCC(=O)N3CCCC(C)C3)CC2)cc1C (centres undefined) the results were FUS suppressor 12%, EPAC1 antagonist -1%, EPAC1 ag 0%, WRN helicase inh 4%, PLK1 PBD block -1%, PI5P4Ka inh 0, Abeta rescue 27% and IL-2 act -2.8.
Screening CC(NC(=O)COC(=O)COc1cccc2c1OC(C)(C)C2)c1ccccc1 (centres undefined) returned FUS suppressor 14%, EPAC1 antagonist -8%, EPAC1 ag 4%, WRN helicase inh -15%, PLK1 PBD block -10%, PI5P4Ka inh 3, Abeta rescue 7% and IL-2 act 1.1.
For CC(=O)c1cccc(-c2ccnc3c2CC(C(=O)NCc2ccc(F)c(F)c2)O3)c1 (centres undefined) the results were FUS suppressor 20%, EPAC1 antagonist 1%, EPAC1 ag -5%, WRN helicase inh 1%, PLK1 PBD block -4%, PI5P4Ka inh -23, Abeta rescue -12% and IL-2 act 0.5.
COc1ccc(Cn2ccnc2SCC(=O)Nc2ccc(F)cc2F)cc1 was read as FUS suppressor -1%, EPAC1 antagonist 3%, EPAC1 ag -5%, WRN helicase inh -2%, PLK1 PBD block 5%, PI5P4Ka inh -7, Abeta rescue -7% and IL-2 act -3.8.
For CCCN1CCN(C(=O)C2CCN(S(=O)(=O)c3ccc4c(c3)NC(=O)C(C)S4)CC2)CC1 (centres undefined) the results were FUS suppressor 14%, EPAC1 antagonist -19%, EPAC1 ag 6%, WRN helicase inh 1%, PLK1 PBD block 1%, PI5P4Ka inh 0, Abeta rescue 6% and IL-2 act -1.1.
COc1ccc(OC)c(N(CC(=O)Nc2ccc(NC(C)=O)cc2)S(C)(=O)=O)c1 was read as FUS suppressor 4%, EPAC1 antagonist 5%, EPAC1 ag -7%, WRN helicase inh -1%, PLK1 PBD block 2%, Abeta rescue 23% and IL-2 act -3.2.
Cc1cccc(N2CCN(c3nnc(C(F)(F)F)s3)CC2)c1 was read as FUS suppressor -18%, EPAC1 antagonist 8%, EPAC1 ag 12%, WRN helicase inh -2%, PLK1 PBD block 4%, PI5P4Ka inh 0, Abeta rescue 22% and IL-2 act -0.3.
O=C(COc1ccc(S(=O)(=O)N2CCCCC2)cc1)NCc1ccncc1 was read as FUS suppressor -2%, EPAC1 antagonist -16%, EPAC1 ag -6%, WRN helicase inh -3%, PLK1 PBD block -14%, PI5P4Ka inh 4, Abeta rescue 10% and IL-2 act -0.3.
`CCOc1ccc(CN(C)C(=O)CNC(=O)C2CCCCC2)cc1` gave FUS suppressor 2%, EPAC1 antagonist -29%, EPAC1 ag 0%, WRN helicase inh -12%, PLK1 PBD block -1%, PI5P4Ka inh -2, Abeta rescue -7% and IL-2 act -2.2.
`CCC1CCCCN1C(=O)CNCC1CCCO1` (centres undefined) gave FUS suppressor -24%, EPAC1 antagonist -19%, EPAC1 ag -7%, WRN helicase inh 9%, PLK1 PBD block -26%, PI5P4Ka inh 2, Abeta rescue 0% and IL-2 act -0.4.
For C=CCn1c(=O)/c(=C/c2ccc(F)cc2)s/c1=C(\C#N)c1nnc2n1CCCCC2 the results were FUS suppressor 6%, EPAC1 antagonist 10%, EPAC1 ag 3%, WRN helicase inh -4%, PLK1 PBD block -17%, Abeta rescue -13% and IL-2 act -0.9.
For CCCCN(CC)C(=O)CSc1nc2ccccc2c(=O)n1CC1COc2ccccc2O1 (centres undefined) the results were FUS suppressor -12%, EPAC1 antagonist -9%, EPAC1 ag 3%, WRN helicase inh 3%, PLK1 PBD block -5%, PI5P4Ka inh -2, Abeta rescue 7% and IL-2 act -2.3.
For O=S(=O)(Nc1ccc(Cl)cc1)c1ccc(N2CCOCC2)c(NC(=S)NCCN2CCOCC2)c1 the results were FUS suppressor 0%, EPAC1 antagonist -12%, EPAC1 ag 1%, WRN helicase inh inconclusive, PLK1 PBD block 1.7µM*, PI5P4Ka inh -83*, Abeta rescue -15% and IL-2 act -1.5.
`CN(C)/C=C1\C(=O)ON=C1c1ccccc1` gave FUS suppressor -5%, EPAC1 antagonist 20%, EPAC1 ag 7%, WRN helicase inh 2%, PLK1 PBD block -7%, PI5P4Ka inh -2, Abeta rescue 5% and IL-2 act 4.4.
Screening Cc1cc(NS(=O)(=O)c2ccc(NS(=O)(=O)c3ccc(CC(C)C)cc3)cc2)nc(C)n1 returned FUS suppressor inconclusive, EPAC1 antagonist 2%, EPAC1 ag -4%, WRN helicase inh -6%, PLK1 PBD block 0%, PI5P4Ka inh -4, Abeta rescue -16% and IL-2 act -0.1.
Screening O=C(CN1C(=O)NC2(CCOc3ccccc32)C1=O)Nc1cccc([N+](=O)[O-])c1 (centres undefined) returned FUS suppressor 2%, EPAC1 antagonist -10%, EPAC1 ag -7%, WRN helicase inh 0%, PLK1 PBD block 0%, PI5P4Ka inh 0, Abeta rescue -17% and IL-2 act 0.2.
For Cc1c(C(=O)N/N=C/c2ccccn2)nnn1-c1nonc1N the results were FUS suppressor -2%, EPAC1 antagonist -19%, EPAC1 ag -4%, WRN helicase inh 6%, PLK1 PBD block 2%, PI5P4Ka inh -10, Abeta rescue -6% and IL-2 act 1.1.
Screening Cn1cccc1CNC(=S)Nc1ccccc1F returned FUS suppressor 51%, EPAC1 antagonist -30%, EPAC1 ag 1%, WRN helicase inh -24%, PLK1 PBD block -18%, PI5P4Ka inh 1, Abeta rescue -6% and IL-2 act -1.6.
